Source: PubChem (The Scripps Research Institute Molecular Screening Center)
GBA activity up: increases beta-glucosidase activity in Gaucher fibroblasts; L444P Gaucher fibroblasts, 4-MU-glucoside fluorescence, 3 days; activation, % at 10 µM; hit rate 0.44% among 30,000; AID 784; in the data active means activation above about 65%;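 further: 0% = vehicle wells and 100% = positive control wells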
Target sequence (P04062 whole entry L483P): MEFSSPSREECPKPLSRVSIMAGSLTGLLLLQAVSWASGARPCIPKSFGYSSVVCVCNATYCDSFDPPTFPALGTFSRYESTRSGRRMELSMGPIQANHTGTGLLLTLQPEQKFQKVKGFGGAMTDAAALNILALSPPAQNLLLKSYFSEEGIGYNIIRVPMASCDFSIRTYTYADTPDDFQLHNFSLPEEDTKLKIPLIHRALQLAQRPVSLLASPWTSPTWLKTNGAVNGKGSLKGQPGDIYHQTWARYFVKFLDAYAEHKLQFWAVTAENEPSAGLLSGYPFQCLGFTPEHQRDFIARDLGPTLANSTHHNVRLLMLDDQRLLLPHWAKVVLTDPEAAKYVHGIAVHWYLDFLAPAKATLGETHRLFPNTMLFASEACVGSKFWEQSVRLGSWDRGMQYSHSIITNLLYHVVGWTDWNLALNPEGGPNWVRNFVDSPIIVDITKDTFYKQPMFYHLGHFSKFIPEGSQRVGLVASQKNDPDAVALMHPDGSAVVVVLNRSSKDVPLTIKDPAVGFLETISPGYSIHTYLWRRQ
The depositor's hits bear a star. Some of the compounds tested, so the mix of outcomes need not match the whole.

Results for OCC(O)CN1CCN(c2ccccc2)CC1 (stereo not given) ?
GBA activity up: -20.7

How did CC(=O)O[C@@]12CO[C@@H]1C[C@H](O)[C@@]1(C)C(=O)[C@H](O)C3=C(C)[C@@H](OC(=O)[C@H](O)[C@@H](NC(=O)OC(C)(C)C)c4ccccc4)C[C@](O)([C@@H](OC(=O)c4ccccc4)[C@H]21)C3(C)C do in these assays?
GBA activity up: 0.9

Results for CN(C)CCOC(=O)C(c1ccccc1)C1(O)CCCC1 (stereo not given) ?
GBA activity up: -29.8

What do the screens show for `CCCN(CCC)C(=O)C(CCC(=O)O)NC(=O)c1ccccc1` (stereo not given)?
GBA activity up: -10.3

Results for Cc1oncc1C(=O)Nc1ccc(C(F)(F)F)cc1 ?
GBA activity up: -32.1

What do the screens show for `O=C(NCCN1CCOCC1)c1ccc(Cl)cc1`?
GBA activity up: -0.4

Results for COc1cc(C(=O)NCCCCCC(=O)O)cc(OC)c1OC ?
GBA activity up: -52.4

Results for CCOC(=O)Nc1ccc2c(c1)N(C(=O)CCN1CCOCC1)c1ccccc1S2 ?
GBA activity up: -9.8

Results for CCCc1cc(C(N)=S)ccn1 ?
GBA activity up: -9.0

What do the screens show for `O=C1CCc2cc(OCCCCc3nnnn3C3CCCCC3)ccc2N1`?
GBA activity up: -41.6
